AmpC inh no detg – qHTS Inhibitors of AmpC Beta-Lactamase (assay without detergent). P00811. AID 485341, 2010. Potency, µM (series often up to 57.1 µM), without a hit: at the highest dose activity change, negative = inhibition, usual class: inhibitors. actives 0.52% (n = 330,000). AmpC nitrocefin hydrolysis, absorbance 480 nm, 0.0001% Triton;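 also: potency is read from the fitted curve at half-maximal effect; plate controls were no compound for no effect and no enzyme for full effect; nearly all actives have a fitted effect of over 20% in size; some results filed as inactive show a strong effect at the top dose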
Target sequence (P00811 whole entry, looked up): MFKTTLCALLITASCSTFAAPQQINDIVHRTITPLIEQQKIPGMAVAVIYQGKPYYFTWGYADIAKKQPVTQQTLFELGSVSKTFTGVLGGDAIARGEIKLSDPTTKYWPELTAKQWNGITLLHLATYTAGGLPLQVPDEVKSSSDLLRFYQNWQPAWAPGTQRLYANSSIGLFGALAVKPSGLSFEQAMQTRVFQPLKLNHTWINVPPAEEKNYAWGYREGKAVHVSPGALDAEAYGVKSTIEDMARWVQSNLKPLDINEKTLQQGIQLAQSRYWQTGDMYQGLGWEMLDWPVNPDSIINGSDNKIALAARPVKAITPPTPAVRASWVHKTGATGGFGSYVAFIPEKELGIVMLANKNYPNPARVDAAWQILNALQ
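AmpC (5.3 nM in the dispensed reagent) in 20 mM phosphate pH 7.0 with 0.01% (detergent screen) or 0.0001% Triton X-100 was preincubated with compounds for 15 min at room temperature. Nitrocefin was then added from an 800 uM solution, and hydrolysis was followed at 480 nm.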
HCV inhibitor – qHTS Assay for Inhibitors of Hepatitis C Virus (HCV); Huh7.5.1 HCVcc-Cre infection, luciferase reporter, 44 h; Potency, µM (highest dose often 41.8 µM), inactives show top-dose activity change, negative = inhibition, most hits filed as inhibitors; actives 3.4% (n = 340,000); also: potency is read from the fitted curve at half-maximal effect
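HCVcc-Cre virus at an moi near 0.5 was added right after compound to cells cultured 4 h from seeding (1,000 cells/well). Luciferase activity was determined 44 h later, 15 min after substrate addition at RT.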
Sm TGR block – qHTS Assay for the Inhibitors of Schistosoma Mansoni Peroxiredoxins | Schistosoma mansoni thioredoxin glutathione reductase (TGR), Q962Y6 | purified TGR, DTNB reduction, TNB absorbance 405 nm | Potency, µM (highest dose often 114 µM), inactives show at the highest dose activity change, negative = inhibition, actives largely listed as inhibitors | actives 3% (n = 360,000); also: potency is read from the fitted curve at half-maximal effect; nearly all actives have a fitted effect of over 60% in size
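First, TGR (20 nM dispensed) and NADPH were mixed with compound. Second, a 15 min room-temperature incubation followed. Third, further NADPH and then DTNB were added to start the reaction. Finally, TNB absorbance was monitored kinetically.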
FBPA Giardia inh – qHTS Assay for Inhibitors of Fructose-1,6-bisphosphate Aldolase from Giardia Lamblia. purified Giardia FBPA. actives 0.71% (n = 290,000). A8B2U2. Potency, µM (top dose mostly 59.6 µM), without a hit: at the highest dose activity, negative = inhibition, actives largely listed as inhibitors; also: potency is read from the fitted curve at half-maximal effect; nearly all actives have a fitted effect of over 55% in size
Target sequence (A8B2U2 whole entry, looked up): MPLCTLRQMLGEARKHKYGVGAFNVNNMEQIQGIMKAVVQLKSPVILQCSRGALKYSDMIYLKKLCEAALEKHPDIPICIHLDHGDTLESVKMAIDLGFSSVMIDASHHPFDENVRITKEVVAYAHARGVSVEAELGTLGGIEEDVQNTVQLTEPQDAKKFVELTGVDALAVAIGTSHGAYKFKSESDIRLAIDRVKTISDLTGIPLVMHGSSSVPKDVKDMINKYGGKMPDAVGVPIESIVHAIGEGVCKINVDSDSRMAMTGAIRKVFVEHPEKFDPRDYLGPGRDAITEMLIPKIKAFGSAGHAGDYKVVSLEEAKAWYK
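40 nM FBPA preincubated 10 min at RT with compound (up to 57.5 uM final), then substrate plus GAPDH/TPI/NAD/arsenate coupling and diaphorase/resazurin added. Fluorescence read after 20 min at RT, 525/598 nm.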
AmpC detergent – qHTS Inhibitors of AmpC Beta-Lactamase (assay with detergent); P00811; AmpC hydrolysis of nitrocefin, absorbance 480 nm, 0.01% Triton; Potency, µM (series often up to 114 µM), for inactives: top-dose activity change, negative = inhibition, most hits filed as inhibitors; actives 0.041% (n = 370,000); AID 485294, 2010;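 also: potency is read from the fitted curve at half-maximal effect; 0% = no-compound wells and -100% = no-enzyme wells; nearly all actives have a fitted effect of over 25% in size; some results filed as inactive show a strong effect at the top dose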
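AmpC (5.3 nM in the dispensed reagent) in 20 mM phosphate pH 7.0 with 0.01% (detergent screen) or 0.0001% Triton X-100 was preincubated with compounds for 15 min at room temperature. Nitrocefin was then added from an 800 uM solution, and hydrolysis was followed at 480 nm.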
HCMV inh – qHTS Assay for inhibitors of the human cytomegalovirus (HCMV). HFF cells, HCMV-luciferase reporter, 72 h; stronger effect = lower value. activity change, negative = inhibition, % at 57.5 µM. actives 4.5% (n = 410,000). AID 1259415, 2018; in the data active = activity change below about -60%; inconclusive = no clear call, values can overlap the other calls; inactive = above about -39%
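Luciferase read-out from HCMV-luciferase-infected HFFs (MOI 1 PFU/cell) 72 h post infection at 37C; compounds added after 16 h cell attachment; activity normalized between buffer-only basal and Salinomycin (10uM) inhibitor controls.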
* marks the source's active call; other numbers are inactive results; ? = inconclusive; · = no result given; & = joins results of further samples; [ ] = another dose, or the depositor's remark. Unless noted, calls follow the shape of the dose curve; as a rule, active = well fitted curve in the direction sought with a large enough effect; inconclusive = small, poorly fitted or top-dose-only effect, or another doubt; inactive = no such curve, though single readings can be large; an effect the other way counts as inactive or inconclusive. Unless noted, % is scaled to controls: 0 for no effect and ±100 for the full control effect.

nr	compound	AmpC inh no detg	HCV inhibitor	Sm TGR block	FBPA Giardia inh	AmpC detergent	HCMV inh
1	CC(C)c1ccc(NC(=O)C2CCCN(S(=O)(=O)c3ccc(Br)s3)C2)cc1 (centres undefined)	·	·	0%	·	5%	15
2	COc1cc([N+](=O)[O-])ccc1NC(=O)NNC(=O)c1sccc1C	-43%	-1%	-13%	12%	-12%	61
3	CCN(CC)c1ccc(CNc2nc3ccccc3n2CCN2CCOCC2)cc1	-16%[2.29 µM]	?	-1%	1%	-8%	-26
4	CC1CC(C)CN(S(=O)(=O)c2cccc(C(=O)N3CCN(c4ccc(F)cc4)CC3)c2)C1 (centres undefined)	101%[activator]	?	-6%	·	2%	29
5	Cc1cc(N2CCN(C)CC2)nc(=S)[nH]1	-8%[11.4 µM]	-2%	4%	?	-18%	0
6	Cn1c(O)c(N=NC(=O)c2ccccc2O)c2ccccc21	-26%	?	1%	-24%	-1%	130
7	COc1cc(C2CC(=O)N(c3ccc(C)c(Cl)c3)C3=C2C(=O)OC3)cc(OC)c1OC (centres undefined)	·	·	1%	·	3%	-7
8	S=c1[nH]nc(-c2ccccc2)n1/N=C/c1ccc(Cl)cc1	-37%	-5%	0%	?	-16%	-21
9	Cc1ccc(NC(=O)C2CCCN(S(=O)(=O)c3c(C)nn(C)c3C)C2)c(C)c1 (centres undefined)	·	·	2%	·	-4%	-2
10	Cc1cc2nc(-c3ccc(SCC(=O)Nc4ccc(S(=O)(=O)NC5CC5)cc4)nc3)[nH]c2cc1C	-27%	?	-1%	2%	-11%	85
11	CC1CN(C(=O)COc2ncnc3ccccc23)CC(C)O1 (centres undefined)	-9%	6%	6%	5%	0%	27
12	O=C1CC(c2ccccc2)CC(O)=C1C=Nc1ccccc1O (centres undefined)	-24%	-14%	-1%[57.1 µM]	0%	-3%	-75*
13	COc1cccc(C(=O)N2CCN(C(=O)COc3ccc4ccccc4c3)CC2)c1	127%[activator]	?	9%	·	-5%	-5
14	O=S1(=O)N=C(N/N=C/c2cccs2)c2ccccc21	-19%	1%	0%	2µM*	?	-17
15	COC(=O)c1c(NC(=O)CSc2nc3ccccc3c(=O)n2Cc2ccco2)sc(C)c1C	-31%	13%	-2%	5%	-6%	-19
16	Cc1ccccc1OCC(=O)NCCN1CCCC1	-3%	7%	-1%	2%	-8%	-20
17	CN(C(=O)CC(=O)Nc1ccc(Cl)c(Cl)c1)c1ccccc1	7%	4%	4%	1%	?	-12
18	Clc1nc2sccn2c1/C=N/n1cnc2ccccc21	-4%	?	7%[11.4 µM]	0%	6%	90
19	CCN1CCN(C(=O)c2cnn3c(C(F)F)cc(-c4ccc(C)cc4)nc23)CC1	87%[activator]	-27%	-1%	0%	-1%	31
20	Cc1ccc(S(=O)(=O)N2CCC(=O)N2)cc1	-19%	15%	-20%	0%	-8%	10
21	O=C(Cn1cnnn1)Nc1cccc([N+](=O)[O-])c1	-17%	-9%	4%	3%	5%	-13
22	COc1cc(-c2cc(C(=O)Nc3ccc(C)c(S(=O)(=O)N4CCOCC4)c3)c3ccccc3n2)cc(OC)c1OC	118%[activator]	?	·	·	·	10
23	CC1CC1C(=O)OCC(=O)Nc1ccc(Cl)cn1 (centres undefined)	-19%	-21%	·	·	·	-26
24	Clc1ccc(CO/N=C/c2c(-c3ccccc3)nc3n2CCS3)c(Cl)c1	16%	?	3%	4%	-12%	-18
25	O=C(c1ccccc1)c1c[nH]cc1-c1ccccc1	-12%	7%	3%	0%	?	-13
26	CSc1cccc(Nc2nc3c(S(=O)(=O)c4ccccc4)nnn3c3ccc(Cl)cc23)c1	·	·	0%	·	4%	-2
27	CCCN1C(C(=O)c2ccccc2)=C(OC(=O)COc2ccccc2)c2ccccc2S1(=O)=O	·	·	11µM*	·	1%	-88*
28	C/C(=N\N=C(/N)SC1CC(=O)N(c2ccc(Br)cc2)C1=O)c1cccs1 (centres undefined)	-29%	17%	14µM*	0%	1%	87
29	COc1ccccc1NC(=O)COC(=O)c1ccccc1SCC(=O)N1CCCC1	-20%	?	0%	·	?	17
30	CCc1ccccc1NC(=O)CSC1=C(C#N)C(c2ccc(O)c(OC)c2)C2=C(CCCC2=O)N1 (centres undefined)	-34%	-16%&-19%	40µM*	-24%	-19%	-12
31	CC(=O)NC12CC3CC(C1)CC(C(=O)N(C)CC(=O)Nc1ccccc1Cl)(C3)C2	12%	2%	-2%	·	?	-35
32	Cc1cc(=O)[nH]c(SCC(=O)NC2CCCCC2)n1	-10%	-1%	27%	·	-3%	-3
33	COc1ccc(NC(=O)Nc2cccnc2)cc1	-17%	-4%	2%	-2%	0%	-10
34	Cc1nccc(-c2ccc3c(c2)OCO3)n1	-23%	-1%	-3%	4%	?	?
35	CC(C)(C)c1ccc(S(=O)(=O)N2CCc3nc4ccccc4c(C(=O)O)c3C2)cc1	-28%	7%	-13%	4%	-10%	11
36	CCc1ccccc1NC(=O)CCCN1C(=O)COc2ccc(C)cc21	·	·	-3%	·	5%	-9
37	Cc1ccc(C(=O)NNC(=O)c2ccc(-n3cncn3)c([N+](=O)[O-])c2)cc1	-30%	-13%	1%	·	-10%	-1
38	COc1cccc(/C=N/n2c(SC)nnc2-c2ccccc2)c1OC	-15%	-5%	0%	8%	?	-29
39	Cc1ccc(CNC(=O)Cn2c(=O)n(-c3cccc(Cl)c3)c(=O)c3sc4ccccc4c32)cc1	·	·	-2%	·	5%	-7
40	CCCC(=O)c1c(NC)cc(C)oc1=O	-13%	7%	4%	7%	0%	-10
41	CCOC(=O)/C(C#N)=C(/C)c1ccc(OC)cc1	-10%	32µM*	-26%	-2%	?	14
42	Cc1cccc(NC(=S)N2CCCC(c3nc4ccccc4[nH]3)C2)c1 (centres undefined)	38%	?	-4%	-12%	2%	-33
43	COC(=O)CN1C(=O)[C@H]2[C@@H](/C=C/c3ccccc3)N3C(=O)CN(Cc4ccc(-c5ccccc5)cc4)C(=O)[C@@]3(C)[C@H]2C1=O	210%[activator]	10%	·	·	·	-3
44	COCCCn1c(C)cc(C(=O)COC(=O)C23CC4CC(CC(O)(C4)C2)C3)c1C	147%[activator]	?	-14%	·	-10%	?
45	Cc1cc(C(=O)NNC(=O)Cc2ccc(Cl)c(Cl)c2)c(C)o1	-14%	-14%	-11%	·	-20%	-26
46	CCN(CC)CCNC(=O)c1cn(CC)c2ccc(S(=O)(=O)N3CCOCC3)cc2c1=O	-14%	13%	9%&-2%	·	5%&3%	2&-10
47	c1ccc(-n2cnc3cc(NCc4ccncc4)ccc32)cc1	11%	-9%	2%	1%	2%	52
48	Cc1cc(C)c(C)c(S(=O)(=O)N2CCN(CC(=O)NC(=O)NCc3ccccc3)CC2)c1C	33%	-24%	-16%	0%	2%	30
49	Cc1ccc(OCCCn2c(=O)oc3ccccc32)cc1	-15%	5%	11%	-1%	4%	66
50	CCCCCOc1ccc(/C=c2\sc3nc(=O)c(-c4ccccc4)nn3c2=O)cc1OC	-34%	6%	0%	4%	-5%	9
51	CC(C)NC(=S)N1CCN(c2ncccn2)CC1	-23%	15%	-4%	2%	?	-16
52	O=C1OC(c2ccc(F)cc2)=C/C1=C\c1ccc(O)cc1	-37%	-9%	13µM*	23%	0%	25
53	COc1cc(/C=C/C(=O)OCC(=O)Nc2c(C)n(C)n(-c3ccccc3)c2=O)ccc1O	-2%	6%	-19%	·	2%	0
54	COc1c2occc2c(OC)c2c(=O)cc(C(F)(F)F)oc12	-8%	16%	-5%	9%	4%	-26
55	COc1ccc(OC)c(C2c3c(oc4ccc(C)cc4c3=O)C(=O)N2CCCN(C)C)c1 (centres undefined)	·	·	-31%	·	2%	?
56	CCOC(=O)CSc1nc2c(sc3cccc(F)c32)c(=O)n1Cc1ccc(OC)cc1	·	·	0%	·	1%	23
57	CCOC(=O)C(C)c1nn(C)c(=O)c2ccccc12 (centres undefined)	-5%	?	5%	0%	?	16
58	CCc1ccc(N2CC(C(=O)Nc3nnc(CC)s3)CC2=O)cc1 (centres undefined)	19%	11%	1%	9%	-10%	23
59	C[C@H](NC(=O)c1[nH]cnc1C(=O)Nc1ccccc1)c1ccccc1	-9%	?	1%	·	0%	-11
60	COCCCNC(=O)CN1C(=O)/C(=C/c2ccccc2C)Sc2ccccc21	163%[activator]	-17%	0%	-1%	0%	14

Compounds 50 to 60, reprinted for reference:
nr	compound	AmpC inh no detg	HCV inhibitor	Sm TGR block	FBPA Giardia inh	AmpC detergent	HCMV inh
50	CCCCCOc1ccc(/C=c2\sc3nc(=O)c(-c4ccccc4)nn3c2=O)cc1OC	-34%	6%	0%	4%	-5%	9
51	CC(C)NC(=S)N1CCN(c2ncccn2)CC1	-23%	15%	-4%	2%	?	-16
52	O=C1OC(c2ccc(F)cc2)=C/C1=C\c1ccc(O)cc1	-37%	-9%	13µM*	23%	0%	25
53	COc1cc(/C=C/C(=O)OCC(=O)Nc2c(C)n(C)n(-c3ccccc3)c2=O)ccc1O	-2%	6%	-19%	·	2%	0
54	COc1c2occc2c(OC)c2c(=O)cc(C(F)(F)F)oc12	-8%	16%	-5%	9%	4%	-26
55	COc1ccc(OC)c(C2c3c(oc4ccc(C)cc4c3=O)C(=O)N2CCCN(C)C)c1 (centres undefined)	·	·	-31%	·	2%	?
56	CCOC(=O)CSc1nc2c(sc3cccc(F)c32)c(=O)n1Cc1ccc(OC)cc1	·	·	0%	·	1%	23
57	CCOC(=O)C(C)c1nn(C)c(=O)c2ccccc12 (centres undefined)	-5%	?	5%	0%	?	16
58	CCc1ccc(N2CC(C(=O)Nc3nnc(CC)s3)CC2=O)cc1 (centres undefined)	19%	11%	1%	9%	-10%	23
59	C[C@H](NC(=O)c1[nH]cnc1C(=O)Nc1ccccc1)c1ccccc1	-9%	?	1%	·	0%	-11
60	COCCCNC(=O)CN1C(=O)/C(=C/c2ccccc2C)Sc2ccccc21	163%[activator]	-17%	0%	-1%	0%	14

The list continues.
nr	compound	AmpC inh no detg	HCV inhibitor	Sm TGR block	FBPA Giardia inh	AmpC detergent	HCMV inh
61	Cc1occc1C(=O)NNC(=O)c1ccccc1[N+](=O)[O-]	-7%	17%	-18%	·	0%	-29
62	CC(C)(C)OC(=O)N1CCCC1C(=O)O (centres undefined)	-23%	4%	4%	7%	-1%	78
63	CCOC(=O)Cc1nnc2c(Nc3ccc(C)cc3)nc3nonc3n12	-8%	-5%	-14%	-3%	?	-4
64	NNC(=O)c1ccc(-c2cccc([N+](=O)[O-])c2)o1	-38%	4%	-12%	1%	-9%	-5

Hits appear at their usual frequency (roughly 9.9% active in at least one column).
